# Screens from PubChem.
# CXCR6 block = CXCR6 receptor inhibitors, primary screen, cell-based, beta-arrestin, luminescence, CHO-K1 PathHunter, 1536-well. inhibition, % at 20 µM. AID 602244, 2012. hit rate 0.36% among 360,000. C-X-C chemokine receptor type 6 (Homo sapiens), O00574; in the data active = inhibition above about 34%, passing the limit was not always enough;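 also: antagonist mode with CXCL16 agonist at 10 nM final; 0% = 10 nM CXCL16 with DMSO and 100% = unstimulated wells without agonist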
# Target sequence (O00574 whole entry, looked up): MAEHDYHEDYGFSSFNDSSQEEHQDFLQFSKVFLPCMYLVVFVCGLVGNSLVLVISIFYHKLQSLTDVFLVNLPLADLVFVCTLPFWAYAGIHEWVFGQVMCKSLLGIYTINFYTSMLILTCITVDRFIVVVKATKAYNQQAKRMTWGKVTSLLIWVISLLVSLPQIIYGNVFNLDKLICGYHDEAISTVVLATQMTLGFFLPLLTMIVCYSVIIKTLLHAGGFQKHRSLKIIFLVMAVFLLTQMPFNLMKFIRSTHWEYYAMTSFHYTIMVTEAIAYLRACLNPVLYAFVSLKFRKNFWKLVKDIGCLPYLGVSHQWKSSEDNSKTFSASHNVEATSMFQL
# APJ ag = agonists of human apelin receptor APJ, primary screen, CHO-K1 cells, PathHunter beta-arrestin, luminescence | AID 2520, 2010 | hit rate 0.11% among 330,000 | P35414 | 0% DMSO wells, 100% apelin | activation, % at 20 µM;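 active = activation more than six SD over the plate average, tested at 20 µM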;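 also: 0% = DMSO alone and 100% = apelin-13 at 10 nM; some results filed as inactive read as strong as hits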
# Target sequence (P35414 whole entry, looked up): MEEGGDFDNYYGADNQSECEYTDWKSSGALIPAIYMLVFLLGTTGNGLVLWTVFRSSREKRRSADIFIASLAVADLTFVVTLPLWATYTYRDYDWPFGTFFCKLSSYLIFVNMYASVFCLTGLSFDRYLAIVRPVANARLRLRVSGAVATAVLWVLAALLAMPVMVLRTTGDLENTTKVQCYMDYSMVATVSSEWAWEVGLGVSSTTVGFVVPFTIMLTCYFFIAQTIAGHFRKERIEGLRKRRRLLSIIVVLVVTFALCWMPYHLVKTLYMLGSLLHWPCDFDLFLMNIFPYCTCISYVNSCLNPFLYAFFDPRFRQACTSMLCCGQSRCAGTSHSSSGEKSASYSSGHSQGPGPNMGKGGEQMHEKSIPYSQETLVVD
#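 Assay system: CHO-K1 APJ beta-arrestin complementation cell line / Compound: single test compound dose, 20 µM final, 1% DMSO / Times: overnight seeding, 90 min compound at 25 °C, 1 h detection / Technique: beta-gal luminescence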
# CCR6 antag = CCR6 receptor antagonists, primary screen, cell-based, CHO-K1, luminescence, beta-arrestin, uHTS; C-C chemokine receptor type 6 (Homo sapiens), P51684; CHO-K1 CCR6 PathHunter beta-arrestin, CCL20-stimulated; inhibition, % at 20 µM; hit rate 0.49% among 340,000; AID 493098, 2011;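 active = compounds whose inhibition of the agonist-driven luminescence signal at 20 µM reaches about 50%, limit read from the data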;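 also: cells stimulated with CCL20 at 14 nM final; plate controls were DMSO with CCL20 for no effect and DMSO without agonist for full effect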
# ATG4B inhibitor = ATG4B protease inhibitors, primary screen, biochemical, fluorescence, uHTS | Cysteine protease ATG4B (Homo sapiens), Q9Y4P1 | ATG4B cleavage of LC3-PLA2, NBD-HPC fluorescence, 1 h | inhibition, % at 8.33 µM | hit rate 0.51% among 340,000; in the data active = inhibition above about 40%
# APJ antag = antagonists of human apelin receptor APJ, primary screen, CHO-K1 cells, beta-arrestin complementation, luminescence | P35414 | hit rate 0.32% among 330,000 | inhibition, % at 20 µM;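 active = inhibition above about 40% at 20 µM, limit read from the data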;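 also: cells challenged with 10 nM apelin-13 agonist together with compound; plate controls were apelin-13 plus DMSO wells for no effect and DMSO wells lacking apelin-13 for full effect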
# EBI2 block = EBI2 receptor antagonists, beta-arrestin recruitment, primary screen, cell-based, luminescence, 7a,25-OHC stimulation, uHTS; 7a,25-OHC stimulated; hit rate 0.81% among 360,000; G-protein coupled receptor 183 (Homo sapiens), P32249; inhibition, % at 5 µM; in the data active = inhibition above about 38%;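 also: enzyme fragment complementation signal reports receptor beta-arrestin coupling in cells; 0% = agonist plus DMSO wells and 100% = wells without agonist; some results beyond the cut were filed as inactive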
# Target sequence (P32249 whole entry, looked up, the tested form may be a part): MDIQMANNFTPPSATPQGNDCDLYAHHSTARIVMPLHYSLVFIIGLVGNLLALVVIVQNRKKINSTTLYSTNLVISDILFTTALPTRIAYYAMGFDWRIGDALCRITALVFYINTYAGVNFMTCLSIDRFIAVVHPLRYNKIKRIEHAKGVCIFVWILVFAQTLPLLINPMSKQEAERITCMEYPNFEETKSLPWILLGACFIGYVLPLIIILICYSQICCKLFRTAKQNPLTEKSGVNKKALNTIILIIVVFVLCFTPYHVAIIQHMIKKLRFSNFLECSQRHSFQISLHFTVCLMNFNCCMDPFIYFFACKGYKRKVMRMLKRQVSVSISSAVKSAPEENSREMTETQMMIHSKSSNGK
# Gli-Sufu block = Gli-Sufu pathway antagonists, primary screen, luciferase luminescence, Sufu-KO-LIGHT cells, uHTS; inhibition, % at 5 µM; Sufu-KO-LIGHT fibroblasts, Gli luciferase reporter luminescence; hit rate 0.74% among 340,000; AID 588413, 2011;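 active = inhibition above about 55%, limit read from the data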;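 also: 0% = DMSO-treated cells and 100% = wells with medium but no cells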
# UBC13 inh = UBC13 polyubiquitin chain formation inhibitors, primary screen, biochemical, TR-FRET, uHTS | Ubiquitin-conjugating enzyme E2 N (Homo sapiens), P61088 | inhibition, % at 20 µM | hit rate 0.47% among 330,000 | AID 485273, 2010; in the data active = inhibition above about 45%, passing the limit was not always enough
# * = called active by the depositor; / = not tested or not shown.
SMILES	CXCR6 block	APJ ag	CCR6 antag	ATG4B inhibitor	APJ antag	EBI2 block	Gli-Sufu block	UBC13 inh
CSc1ccc(/C=N/n2c(Cc3ccc(Br)cc3)n[nH]c2=S)cc1	6	-2	-1	0	-1	8	-6	-13
CCOC(=O)c1c(C)[nH]c(N=Nc2cccc(C)c2)c1C	5	-1	31	-4	29	26	-104	-39
COc1ccc(C(=O)O/N=C(/c2cccs2)C(C)(C)C)cc1	4	2	10	-2	-8	6	-5	4
COCCn1c(C)cc(C(=O)CSc2nc3nc(C)cc(C)n3n2)c1C	4	2	3	0	-28	-10	1	2
COc1ccc(-n2nc3c(c2NC(=O)c2ccc(S(=O)(=O)N4CCOCC4)cc2)CS(=O)(=O)C3)cc1	1	-3	7	-15	0	-1	22	-9
CCn1c(SCC(=O)c2ccc(NS(=O)(=O)c3ccccc3)cc2)nnc1-c1cccs1	-3	-1	9	-6	-3	-1	8	-4
CCOc1ccc(-c2ccc(SCC(=O)NCC3CCCO3)nn2)cc1 (stereo unspecified)	6	-8	6	-3	7	-4	-33	2
Cc1ccc(S(=O)(=O)N2CCC(NC(=O)c3cccnc3)CC2)cc1Cl	9	-2	7	-6	2	9	22	0
CCCCN1C(=O)/C(=C2\SC(N3CCCCC3)=NC2=O)c2ccccc21	24	-4	22	2	19	-13	-6	-50
CN(C)S(=O)(=O)c1cccc(NC(=S)N/N=C/c2cc(Br)ccc2O)c1	8	-5	27	-3	-17	1	-5	-5
O=C(CSc1n[nH]c(=O)[nH]c1=O)c1ccc([N+](=O)[O-])cc1	-36	14	4	-7	-24	-4	2	0
CC1(C)Oc2ccc3ccc(=O)oc3c2C[C@H]1O[C@@H]1O[C@H](CO)[C@@H](O)[C@H](O)[C@H]1O	-9	1	-9	-3	20	-3	3	7
COc1ccccc1CNC(=O)c1ccc(OC(F)F)c(OC)c1	-2	-1	9	-3	-12	2	1	-3
CCOC(=O)N1CCN(C(=O)CSc2nnc(-c3c[nH]c4ccccc34)n2CCOC)CC1	-6	-3	-5	7	-9	-2	6	7
CN1CCC[C@H]1CCNC(=O)c1c(-c2ccsc2)sc2ccccc12	-1	-5	7	1	3	-7	11	19
CCCN(c1ccccc1F)S(=O)(=O)c1cc(-c2cc(C)no2)ccc1OC	11	7	20	-6	1	14	18	-12
O=C(c1cccc2nccnc12)N1CCCC(Nc2ccc(F)c(F)c2)C1 (stereo unspecified)	0	1	-5	1	-2	1	2	-15
Cc1cc(Cl)ccc1OCc1nnc2n1CCCCC2	9	-3	11	-7	12	15	-3	5
Cc1ccc(NC(=O)C(=O)NCCN2CCN(Cc3ccc([N+](=O)[O-])cc3)CC2)cc1	-11	-4	-10	-4	8	5	7	10
Cc1c(NC(=O)c2c(F)cccc2F)c(=O)n(-c2ccccc2)n1C	-1	-7	3	5	12	-7	4	-2
CC(=O)N1CCc2ccc(S(=O)(=O)N3CCN(C)CC3)cc21	-1	-1	1	2	-5	0	-3	-7
CCOC(=O)C1(Cc2cccc(F)c2)CCN(C(=O)c2cscn2)CC1	-1	-3	2	-5	-7	-2	12	7
CCOc1ccc(C(=O)Nc2c3c(nn2-c2ccccc2)CS(=O)(=O)C3)cc1	9	5	2	-4	15	-9	1	-1
COc1cc(C(=O)NCC(=O)N/N=C/c2ccco2)cc(OC)c1OC	-2	-2	-1	-4	-9	3	/	-9
CSc1nsc(SCC(=O)Nc2nc3ccccc3s2)n1	-3	-2	3	-4	-5	4	-3	7
CCOC(=O)N1CCC(NC(=O)c2cc(S(=O)(=O)N3CCC4(CC3)OCCO4)ccc2F)CC1	2	-4	-10	-8	-40	-7	3	-6
CCN(CCn1cccn1)C(=O)C1CCC(=O)N(CCc2cccc(F)c2)C1 (stereo unspecified)	-4	-7	-13	-3	17	4	-2	-5
Oc1ccccc1C=NNc1nc2ccccc2s1	7	/	10	2	/	17	-6	/
O=C(CSc1nnc(NC(=O)c2ccco2)s1)Nc1ccccc1Br	-9	0	-8	-3	1	-1	3	-2
O=C(NNC(=O)c1cccc(O)c1)Nc1ccc([N+](=O)[O-])cc1	5	2	10	-1	15	-3	-2	-14
CN(CC(=O)NCCc1ccc(S(N)(=O)=O)cc1)CC(=O)Nc1ccccc1C(F)(F)F	0	1	3	-12	8	-2	-5	-8
CCC(C)NC(=O)C1CCCCN1S(=O)(=O)c1ccc(F)cc1 (stereo unspecified)	4	-2	0	-10	10	-5	-4	9
COc1cccc(C2=CC(c3ccc(N(C)C)cc3)n3nnnc3N2)c1 (stereo unspecified)	0	-3	12	1	4	14	10	6
Cc1ccc2c(c1)N(CC(=O)NC1CCCCC1)C(=O)c1cccnc1O2	-3	0	6	2	11	1	-6	6
Cc1ccccc1S(=O)(=O)Cc1ccc(C(=O)NCCN(CC(C)C)CC(C)C)o1	4	-1	4	3	-1	7	22	-4
Cc1cccc2c3nc4ccccc4nc3n(C)c12	-13	-2	8	0	16	11	-36	41
Cc1cccc(NC2=NC(C)(C)N=C(N)N2)c1	8	-2	9	-8	9	-8	3	8
O=c1cc(N2CCOCC2)c2ccccc2o1	7	-5	-4	2	12	0	-6	3
COc1cc(C(=O)NCC(c2cccs2)N2CCOCC2)c([N+](=O)[O-])cc1OC (stereo unspecified)	-10	-5	-11	3	-7	-6	0	-2
CC(CCc1ccccc1)NC(=O)COC(=O)c1ccc(F)cc1 (stereo unspecified)	4	-2	17	11	-4	3	20	6
O=C(COC(=O)c1ccc(S(=O)(=O)NCc2ccco2)cc1)c1ccccc1	-4	3	2	2	-7	0	-4	4
O=C(COc1ccc(S(=O)(=O)N2CCCC2)cc1)NCC1CCCO1 (stereo unspecified)	-2	2	-2	-2	2	-4	2	-3
Cc1ccc(C)c(NC(=O)c2ccccc2C(=O)c2ccccc2)c1	11	-3	/	/	-2	5	/	-10
Cc1occc1-c1nnc(SCC(=O)NC2CCCCC2C)o1 (stereo unspecified)	-3	-3	5	8	1	-2	-5	-4
COc1ccc(OCC(=O)Nc2ccccc2N2CCN(C)CC2)cc1	0	-1	7	-2	-9	5	1	-1
Cc1cc(C)cc(NC(=O)C2CCCN(S(=O)(=O)c3cnc[nH]3)C2)c1 (stereo unspecified)	-6	3	3	-7	-1	2	-6	1
CCC(c1nnnn1C(C)(C)C)N1CCN(C2CCCC2)CC1 (stereo unspecified)	4	-1	-8	-3	14	-12	2	2
COc1cc2[nH]c(=O)n(CCCCCC(=O)N3CCN(c4ccccn4)CC3)c(=O)c2cc1OC	-11	-5	4	13	21	-1	0	2
O=C(Nc1ccc(O)cc1)c1cc2ccccc2c(=O)s1	-1	-4	10	-16	5	7	-34	4
CC(C)=CC(=O)OCC(=O)Nc1cc(C)ccc1C	-2	-2	9	-5	4	-6	3	-3
COc1ccc(N(CC(=O)N2CCCC2)S(=O)(=O)c2ccc(NC(C)=O)cc2)cc1	6	0	-2	4	-11	-10	-8	-2
CCC1(CC)C(=O)C2=C3C1[C@H](C(=O)OC)CC(C(=O)OC)C[C@H]3n1c(=O)n(-c3ccccc3)c(=O)n1[C@H]2C (stereo partly specified)	/	-2	5	4	6	/	4	-5
Cc1oc(S(=O)(=O)N2CCOCC2)cc1C(=O)Nc1ccc(F)cc1	-12	-1	-10	-1	3	-3	3	5
COc1cc([C@H]2c3c(cc(OC)c(O)c3OC)C[C@@H](CO)[C@@H]2CO[C@@H]2O[C@H](CO)[C@@H](O)[C@H](O)[C@H]2O)cc(OC)c1O	2	-6	1	-6	-73	-2	5	-15
CCc1nnc(NS(=O)(=O)c2ccc(NC(=O)COc3ccc(Cl)c(C)c3)cc2)s1	4	-2	0	0	-9	-11	-4	-8
C[C@H](CO)N1C[C@H](C)[C@@H](CN(C)S(=O)(=O)c2ccc(F)cc2)Oc2ccc(NC(=O)Nc3ccccc3)cc2C1=O	16	-2	1	-8	0	-7	1	18
O=c1[nH]cccc1-c1nc2ccccc2[nH]1	-3	-1	-1	-6	4	-1	-21	13
CCOC(=O)c1ccc(S(=O)(=O)N2CCN(Cc3cc4c(cc3O)OCO4)CC2)cc1	-6	-3	27	-2	-5	-11	-9	-2
CCc1ccc(N2CC(C(=O)Nc3ccc(C)c(S(=O)(=O)N4CCOCC4)c3)CC2=O)cc1 (stereo unspecified)	-8	0	23	-8	-17	17	-21	-14
COc1cccc(C(C(=O)NC2CCCCC2)N(C(=O)Cc2cccs2)c2ccc(-n3cnnn3)c(OC)c2)c1 (stereo unspecified)	6	-3	2	-9	6	10	6	-8

# Shown with values under each structure: part of the list above
# Below each SMILES: CXCR6 block	APJ ag	CCR6 antag	ATG4B inhibitor	APJ antag	EBI2 block	Gli-Sufu block	UBC13 inh
CCC(c1nnnn1C(C)(C)C)N1CCN(C2CCCC2)CC1 (stereo unspecified)
 : 4	-1	-8	-3	14	-12	2	2
COc1cc2[nH]c(=O)n(CCCCCC(=O)N3CCN(c4ccccn4)CC3)c(=O)c2cc1OC
 : -11	-5	4	13	21	-1	0	2

# Later entries
SMILES	CXCR6 block	APJ ag	CCR6 antag	ATG4B inhibitor	APJ antag	EBI2 block	Gli-Sufu block	UBC13 inh
CC1CCCN(C(=O)c2ccc(S(=O)(=O)N3CCC(c4nc5ccccc5s4)CC3)cc2)C1 (stereo unspecified)	6	3	-3	0	-2	1	42	0
CCn1cc(CNC(=O)c2c(-c3c(Cl)cccc3Cl)noc2C)c(C)n1	11	-2	14	-7	3	-17	6	5
Cc1cccc(-c2c3c(=O)n(C)c(=O)n(C)c3cn2C2CCCCC2)c1	0	-5	-1	1	2	6	8	10
Cn1c(N)c(C(=O)c2ccc(Oc3ccccc3)cc2)c(=O)n(C)c1=O	1	-1	21	-7	2	-1	-15	9
O=C(CCS(=O)(=O)c1ccccc1)Nc1ccccc1N1CCOCC1	4	-1	-2	6	9	-13	66*	19
CC1CCCN(C(=O)CN(c2ccccc2)S(=O)(=O)c2ccc(F)cc2)C1 (stereo unspecified)	10	1	11	7	-4	-1	14	-8
O=C(O)C1CCCN1c1ncccn1 (stereo unspecified)	-9	-2	-1	-4	-19	-12	4	0
Cc1cc2nc3c(nc2cc1C)C1(C(=O)O)CCC3(C)C1(C)C (stereo unspecified)	-10	2	-7	-8	-10	-2	-3	-13
COc1ccc(-c2ccnc3nc(-n4cccc4)nn23)cc1	1	-3	8	-5	-17	3	-6	13
CCN1CCSc2ccc(C(=O)NCc3cccc(Br)c3)cc21	0	-3	6	30	-27	11	7	6
O=C(Nc1ccc2c(c1)nc1n2CCN(Cc2ccccc2)C1)c1cccs1	7	0	20	3	0	2	4	0
CN(C1(C)CCS(=O)(=O)C1)S(=O)(=O)c1ccc2ccccc2c1 (stereo unspecified)	-6	2	2	5	24	2	-5	-1
Cc1cccc(N2CCN(S(=O)(=O)c3ccc4c(c3)CCN4C(=O)CCC(=O)O)CC2)c1C	2	-3	1	41*	8	-7	5	7
Cn1cccc1-c1nc2ccccc2n1C	-2	0	7	-1	-13	1	0	-13
CCOC(=O)C1CCC2(CC1)C(C#N)=C(N)Oc1n[nH]c(C)c12 (stereo unspecified)	2	-2	2	7	-6	-4	9	-10

# Entries above printed as active in ATG4B inhibitor.
Compound	CXCR6 block	CCR6 antag	ATG4B inhibitor	APJ antag	EBI2 block	UBC13 inh
Cc1cccc(N2CCN(S(=O)(=O)c3ccc4c(c3)CCN4C(=O)CCC(=O)O)CC2)c1C	2	1	41*	8	-7	7
